PLCb3 inh: PLC-beta3 (human) inhibition, primary screen; Purified PLC-beta3, fluorogenic substrate, fluorescence; inhibition, % at 12.2 µM; actives 0.18% (n = 370,000); in the data active = inhibition above about 11%;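 note: 0% = median of compound wells on plate and 100% = full blocker control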
Target sequence (Q01970 whole entry, looked up): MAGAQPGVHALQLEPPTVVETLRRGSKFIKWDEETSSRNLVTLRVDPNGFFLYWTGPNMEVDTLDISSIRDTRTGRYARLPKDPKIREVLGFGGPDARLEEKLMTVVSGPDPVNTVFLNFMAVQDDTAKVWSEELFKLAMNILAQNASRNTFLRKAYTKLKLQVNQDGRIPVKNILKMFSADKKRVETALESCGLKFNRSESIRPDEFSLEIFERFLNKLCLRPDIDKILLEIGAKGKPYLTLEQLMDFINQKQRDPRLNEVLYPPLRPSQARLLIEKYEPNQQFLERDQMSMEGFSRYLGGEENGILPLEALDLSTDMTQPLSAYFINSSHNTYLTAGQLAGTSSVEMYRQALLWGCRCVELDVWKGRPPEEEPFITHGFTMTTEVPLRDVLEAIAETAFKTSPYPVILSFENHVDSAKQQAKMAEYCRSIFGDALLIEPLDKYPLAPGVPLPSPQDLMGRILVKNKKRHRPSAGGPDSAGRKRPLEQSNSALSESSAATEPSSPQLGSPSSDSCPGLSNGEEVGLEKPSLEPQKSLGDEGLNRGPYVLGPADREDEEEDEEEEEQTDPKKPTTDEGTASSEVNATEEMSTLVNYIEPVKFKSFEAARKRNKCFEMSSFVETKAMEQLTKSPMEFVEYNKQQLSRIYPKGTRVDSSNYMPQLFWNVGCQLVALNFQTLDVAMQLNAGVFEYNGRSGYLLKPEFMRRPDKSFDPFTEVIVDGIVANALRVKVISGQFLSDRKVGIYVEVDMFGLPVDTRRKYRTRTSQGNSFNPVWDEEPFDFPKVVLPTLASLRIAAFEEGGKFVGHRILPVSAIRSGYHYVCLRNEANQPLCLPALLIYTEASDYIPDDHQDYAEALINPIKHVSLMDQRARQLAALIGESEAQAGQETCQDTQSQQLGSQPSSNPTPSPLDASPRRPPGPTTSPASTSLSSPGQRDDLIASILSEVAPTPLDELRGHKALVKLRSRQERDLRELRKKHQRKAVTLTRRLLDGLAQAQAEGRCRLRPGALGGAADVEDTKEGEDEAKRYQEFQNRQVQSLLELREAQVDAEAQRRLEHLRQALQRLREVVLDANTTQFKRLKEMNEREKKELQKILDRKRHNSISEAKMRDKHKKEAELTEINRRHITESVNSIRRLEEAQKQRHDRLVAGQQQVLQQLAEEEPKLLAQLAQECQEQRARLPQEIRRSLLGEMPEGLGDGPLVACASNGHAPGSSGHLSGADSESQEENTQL
UHRF1 binding: blocks human UHRF1 binding to methylated DNA | actives 0.75% (n = 370,000) | Q96T88 | UHRF1 binding to methylated oligo, TR-FRET | AID 687016 | inhibition, % at 4.4 µM; in the data active = inhibition above about 21%;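 note: UHRF1 SRA domain binding a hemimethylated CpG hairpin DNA probe; 0% = median of test compound wells and 100% = reference inhibitor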
ARFGAP1 inhibitor: inhibitors of rat ARFGAP1; Q62848; Arfgap1-stimulated ARF1 GTP hydrolysis, GDP FP detection; inhibition, % at 16.5 µM; actives 0.26% (n = 360,000); AID 651572;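 active = inhibition above a per-plate limit, mean inhibition of low control wells plus 3 SD, cut at about 25% in these data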;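 note: 0% = DMSO wells with enzyme and 100% = wells lacking Arfgap1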
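Assay system: purified rat His6-Arfgap1 residues 1-136 (GAP domain); Reagent: human Δ17 ARF1 bound to GTP; Dosing: 16.5 µM single point, 1.26% DMSO; Times: GTP hydrolysis reaction 2 h at 25 °C; Signal: FP, GDP Alexa 633 tracer displaced from anti-GDP antibody, 620/688 nm; Measure: % inhibition from polarization.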
Tn7 DDE FP: DD(E)-Tn7 binding inhibition, primary FP screen | P02675 | FP displacement of FITC-Tn7 peptide from fibrin DD(E); 0% = median of compound wells per plate | inhibition, % at 8.3 µM | actives 0.13% (n = 370,000);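 active = inhibition above the mean of compounds falling within the control limits plus 3 SD of them, cut at about 14% in these data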;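 note: 0% = plate median of compound wells and 100% = 10 µM Aha-Tn7 peptide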
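system = human fibrin DD(E) protein | quantity = DD(E) 2 µM final | medium = Tris/NaCl/CaCl2 buffer, pH 7.8 | also added = labelled Tn7 tracer, 0.1 µM | compound dosing = single point at 8.3 µM | timing = compound with protein 10 min, then 3 h after probe, room temperature | signal = FP measurement | benchmarks = Aha-Tn7 high control | repeats = one replicate per compound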
ADAM17 inh: ADAM17 inhibition, QFRET primary screen; actives 0.83% (n = 370,000); P78536; inhibition, % at 6.95 µM; recombinant ADAM17, EDANS/DABCYL FRET peptide cleavage;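 active = inhibition above the mean of compounds lying between control limits plus 3 SD, set per campaign, cut at about 8.5% in these data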;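 note: 0% = DMSO-only wells as the low control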
PLC-gamma1 inh: PLC-gamma1 (human) inhibition, primary screen | P19174 | actives 0.84% (n = 370,000) | purified PLC-gamma1, fluorogenic substrate, fluorescence | inhibition, % at 12.2 µM; in the data active = inhibition above about 9.5%
ASAP1 GAP inh: ASAP1 ArfGAP inhibition | Q9ULH1 | ASAP1-stimulated ARF1 GTP hydrolysis, GDP FP detection | inhibition, % at 16.5 µM | actives 0.19% (n = 360,000) | AID 624377; in the data active = inhibition above about 25%;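 note: 0% = vehicle with enzyme and substrate and 100% = no enzyme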
Tn6 DDE FP: DD(E)-Tn6 binding inhibition, primary FP screen; actives 0.21% (n = 370,000); inhibition, % at 8.3 µM; P02675; Fibrin DD(E) TRITC-Tn6 fluorescence polarization displacement; AID 720509;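 active = inhibition above a per-campaign cutoff: mean of compounds within control limits plus 3 SD, cut at about 15% in these data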;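 note: 0% = median of all compound wells on the plate and 100% = blocking peptide control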
KLK7 zymogen act: activates the human kallikrein-7 zymogen | P49862 | purified proKLK7, EDANS-DABCYL substrate fluorescence; 100% is mature enzyme control, 0% vehicle | activation, % at 7 µM | actives 0.9% (n = 370,000) | AID 652039;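 active = activation above the mean of all tested compounds plus 3 SD, computed per campaign excluding outliers beyond control limits, cut at about 13% in these data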
MBD2 DNA inh: inhibitors of human MBD2 binding to methylated oligonucleotide. TR-FRET. inhibition, % at 4.4 µM. actives 0.31% (n = 370,000). AID 686964; in the data active = inhibition above about 13%
* = called active by the depositor; i = inactive; . = no result given.

Values run as follows: PLCb3 inh | UHRF1 binding | ARFGAP1 inhibitor | Tn7 DDE FP | ADAM17 inh | PLC-gamma1 inh | ASAP1 GAP inh | Tn6 DDE FP | KLK7 zymogen act | MBD2 DNA inh
> COC(=O)[C@]12C[C@H](CC(=O)NCCc3ccccc3OC)C(=O)N(CCc3ccc(OC)c(OC)c3)C1=C[C@H](C(C)C)O[C@@H]2C1CC1
    0 | -2 | . | 1 | 0 | 1 | . | 2 | 0.4 | -4
> CC(C)C[C@@H]1COc2cccc(N3CCCC3)c2S(=O)(=O)N1
    -3 | 0 | 9 | 5 | -4 | -1 | -11 | -1 | 0.9 | -3
> COc1ccc(-c2csc(Nc3cccc(C)n3)n2)cc1OC
    -7 | -2 | -5 | 2 | -1 | -2 | 9 | 1 | -0.4 | 0
> CC1(Cc2cccc(C(F)(F)F)c2)C(=O)Nc2ccc(-c3ccc(F)c(Cl)c3)cc21 (stereo unspecified)
    2 | -1 | -2 | 0 | 4 | 1 | -2 | 0 | 0.1 | -6
> COc1cccc2sc(NN)nc12
    -81 | 2 | 6 | 2 | -7 | -50 | -4 | -4 | 0.6 | -2
> Cc1ccc(CCNC(=O)c2ccc(CS(=O)(=O)Cc3ccc(F)cc3)o2)cc1
    4 | -2 | -9 | 8 | -3 | -2 | 5 | 4 | -0.2 | 4
> C#CCOCCOCCOCCNc1nc(N2CCN(C(=O)[C@H](CCCN=C(N)N)n3cc(C(N)[C@@H](C)CC)nn3)CC2)nc(N2CCN(C(=O)[C@H](CC(N)=O)n3cc([C@@H](N)CC(N)=O)nn3)CC2)n1 (stereo partly specified)
    1 | 16 | -1 | 3 | -3 | 0 | 17 | 12 | -1.0 | 11
> COc1ccc(N(C(C)C(=O)Nc2ccc(S(=O)(=O)N3CCOCC3)cc2)S(C)(=O)=O)cc1 (stereo unspecified)
    7 | 1 | -10 | 4 | 1 | 4 | -1 | 6 | 0.6 | 0
> CSc1ccc(S(=O)(=O)Nc2ccc3c(c2)NC(=O)CC3)cc1
    -6 | 4 | 9 | 4 | -8 | 1 | 1 | 4 | -0.3 | 0
> O=C(Nc1cccnc1)c1ccc(-c2cc(Cl)ccc2Cl)o1
    -1 | -4 | 5 | -5 | 2 | -2 | -1 | -5 | 0.2 | -4
> O=C(c1cccs1)N1C[C@@H](O)[C@H](n2cc(-c3ccc(F)cc3)nn2)C[C@@H]1c1ccc(Cl)cc1
    -1 | 10 | 10 | 1 | 4 | -2 | 13 | -4 | 0.8 | 7
> CC(=O)c1cccc(NC(=O)c2cc(C)no2)c1
    0 | 64* | -3 | 1 | -1 | 0 | 4 | 0 | -0.7 | 0
> COc1ccc(CCc2nnc(CCC(=O)N(C)Cc3ccnc4ccccc34)o2)cc1
    0 | -2 | 2 | -7 | 0 | 0 | 16 | 1 | -0.1 | 3
> OCCC1CCCCN1CC(O)COCc1ccc(Cl)cc1 (stereo unspecified)
    -6 | -4 | 3 | 1 | 0 | 2 | -1 | 9 | 0.1 | -4
> O=C1OCc2cc(NC(=O)C3CCCCC3)ccc21
    1 | 0 | 6 | 0 | 0 | -2 | -10 | -7 | -0.2 | 2
> CC(C)(C)c1cc(OC(=O)c2ccncc2)ccc1O
    2 | -3 | 15 | -9 | 6 | 8 | -3 | 5 | 0.1 | -2
> CCOc1ccc(NC(C(=O)Nc2cccc(C(C)=O)c2)c2ccccc2)cc1 (stereo unspecified)
    1 | -2 | -4 | -1 | 0 | 1 | -3 | -2 | 0.7 | 6
> CC(=O)COC(=O)C1CCN(S(=O)(=O)c2cc([N+](=O)[O-])ccc2Cl)CC1
    -6 | 6 | 9 | -5 | -5 | 1 | 2 | 2 | 0.3 | 1
> COc1ccc(NC2CCCN(C(=O)CCCn3cncn3)C2)cc1OC (stereo unspecified)
    -14 | -2 | 16 | -1 | -8 | -4 | -5 | 2 | 0.1 | 0
> Cc1cc(OCC(=O)Nc2ccc3c(c2)OCCO3)ccc1Cl
    -7 | -1 | -2 | 3 | -3 | -6 | -6 | -1 | 0.6 | -7
> COc1ccc(OC)c(/C=C2/Sc3ccccc3C2=O)c1
    -50 | -3 | 5 | -4 | -1 | -42 | 1 | -5 | -0.6 | 0
> COc1ccccc1-c1cc(C(=O)NCc2ccccc2)no1
    -15 | 2 | -1 | 3 | -3 | -2 | 5 | 8 | 0.2 | 2
> Cc1ccc(C)c(NC(=S)N2CCC(NC(=O)C3CCCCC3)CC2)c1
    -6 | 3 | 9 | -9 | -2 | 2 | -12 | 3 | 0.2 | -5
> Cc1cc(C)c(NC(=O)/C=C\C(=O)O)c([N+](=O)[O-])c1
    3 | -1 | 3 | -7 | -3 | 1 | 3 | 4 | 0.0 | 0
> CCN1CCN(c2ccc(NC(=O)c3cccc(F)c3)cc2Cl)CC1
    -3 | -1 | 12 | 2 | -2 | 2 | -1 | 3 | 0.2 | -8
> CN(C(=O)c1ccc(NC(=O)Cc2cccc(NC(=O)C3CCN(C(=O)C4CCC4)CC3)c2)cc1)C1CCCC1
    2 | -4 | 6 | 5 | -4 | 1 | -2 | -5 | 0.3 | -6
> COc1ccc(CNC(=O)C2CCC(CNc3c(N4CCC(C)CC4)c(=O)c3=O)CC2)cc1 (stereo unspecified)
    -2 | -1 | -2 | 0 | -1 | 1 | -7 | 7 | -0.5 | 0
> OC(c1cc(F)cc(Cl)c1)c1ncc(-c2ccc(Cl)cc2)[nH]1 (stereo unspecified)
    4 | 2 | 21 | 0 | 17* | 5 | -3 | 2 | 0.3 | -4
> CCOC(=O)c1ccc(-c2ccc(/C=N/NC(=O)CN(c3cccc(C)c3)S(C)(=O)=O)o2)cc1
    -7 | 1 | 8 | -2 | 3 | -9 | -2 | 5 | -0.4 | -5
> CC(C)(O[C@@H]1O[C@H](CO)[C@@H](O)[C@H](O)[C@H]1O)[C@@H]1CC=C(C(=O)O)CC1
    4 | 1 | -2 | -1 | -2 | 4 | -7 | -3 | 0.9 | -4
> COc1ccc(S(=O)(=O)N2CCN(C(=O)[C@H](Cc3ccccc3)NC(=O)c3ccco3)CC2)cc1
    -6 | -1 | 6 | 0 | -4 | 1 | 4 | 0 | -0.1 | 2
> O=C(CN1C(=O)c2ccccc2S1(=O)=O)Nc1ccccc1
    2 | -4 | 2 | -3 | -5 | 3 | -13 | -10 | -0.7 | 2
> COc1ccc(NC(=O)CSc2nnc(C3CC3)n2C)cc1S(=O)(=O)N1CCCCC1
    -6 | 2 | -15 | -4 | 0 | 0 | 3 | -3 | 0.8 | 1
> O=c1[nH]c(N2CCc3ccccc32)nc2c1CCCC2
    2 | 1 | 12 | 1 | -8 | -3 | -1 | 5 | -0.1 | 4
> Cc1ccc(C(=O)N/N=C\c2ccccc2[N+](=O)[O-])cn1
    5 | -1 | -1 | -5 | 4 | 3 | 6 | 3 | 0.1 | -10
> Cc1ccccc1C(=O)NN(C)c1nc2ccccc2nc1C(F)(F)F
    2 | -2 | 1 | -8 | 0 | 2 | -11 | 5 | 0.1 | 3
> Cc1ccc(Cn2nnc3c(=O)[nH]c(C4CCCN(S(=O)(=O)c5ccc(F)cc5)C4)nc32)cc1 (stereo unspecified)
    -4 | -1 | -1 | -3 | -11 | 2 | 15 | -3 | 0.1 | 7
> COc1ccc(CCNC(=O)C2CCCN2C(=O)Nc2ccc(F)cc2)cc1OC (stereo unspecified)
    -3 | 0 | -6 | 6 | 0 | 0 | -7 | 4 | 0.0 | -6
> COc1ccccc1C1C(C(N)=O)=C(C)Nc2ncnn21 (stereo unspecified)
    -10 | 7 | 0 | 3 | -15 | -5 | 0 | -2 | -0.2 | 7
> O=[N+]([O-])c1ccc(C(=Nc2cccc3ccccc23)N2CCOCC2)cc1
    4 | -1 | -2 | -5 | 2 | 4 | -10 | -5 | 0.5 | 1
> COc1ccccc1NC(=O)c1c(Nc2ccccc2C)sc(C(=O)Nc2cccc(Cl)c2)c1N
    0 | 1 | 7 | -6 | 10* | 1 | 5 | -9 | -1.3 | -1
> CCOC(=O)Nc1ccc2c(c1)C(=NO)c1ccccc1-2
    -8 | 0 | 12 | 2 | 4 | -4 | 28* | -11 | 0.2 | -1
> COc1ccc(N2CCN(c3cc(C(=O)NC4CCCCC4)ncn3)CC2)cc1OC
    -2 | -3 | -2 | -5 | -5 | -1 | -10 | -6 | 1.0 | -5
> CS(=O)(=O)N1CCC(C(=O)Nc2ccc(Br)cc2F)CC1
    4 | 2 | -4 | -4 | 2 | 7 | 0 | -2 | -0.2 | 2
> CCOc1cc(/C=N/NC(=O)C2CCCC2)ccc1OC(C)C
    2 | -1 | 4 | -1 | -5 | 7 | 2 | 0 | 0.7 | -7
> O=C(Oc1ccc(C(=S)N2CCOCC2)cc1Br)c1cc(Cl)ccc1Cl
    0 | 0 | -12 | -5 | -3 | -2 | 2 | 3 | -0.7 | -1
> CC(C)c1ccc(O)c(NC(=O)c2ncn[nH]2)c1
    0 | 4 | -3 | 6 | -4 | -6 | -18 | 6 | -0.6 | 4
> Cc1cccc(CS(=O)(=O)Cc2ccc(C(=O)NC3CCCC3)o2)c1
    -7 | 4 | -2 | 5 | -5 | -2 | 0 | 5 | 0.3 | 7
> COc1ccc(NS(=O)(=O)c2cccc(C(=O)NCCCN3CCCC3=O)c2)cc1
    4 | 0 | -3 | -8 | 3 | 2 | -5 | -3 | 0.0 | -1
> COc1ccc(CN(C(=O)CN2C(=O)c3ccccc3S2(=O)=O)C(C(=O)NCC2CCCO2)c2ccco2)cc1 (stereo unspecified)
    -5 | 3 | -1 | 0 | -5 | -2 | -6 | 2 | 0.2 | 5
> O=C(Cn1nc(Cc2ccncc2)c2ccccc2c1=O)N1CCc2ccccc2C1
    4 | -5 | 12 | 0 | 2 | 4 | 17 | 0 | 0.6 | -7
> COc1cc(C(C)=O)ccc1OCC(=O)Nc1ccccc1N1CCCCC1
    -5 | -1 | -9 | -2 | -3 | 6 | -15 | 7 | 0.1 | -4
> O=c1[nH]cccc1-c1nc2ccccc2[nH]1
    i | -4 | 4 | -4 | i | i | 1 | -4 | 56* | -2

Profiles, quoted from the list. Order of values: PLCb3 inh	UHRF1 binding	ARFGAP1 inhibitor	Tn7 DDE FP	ADAM17 inh	PLC-gamma1 inh	ASAP1 GAP inh	Tn6 DDE FP	KLK7 zymogen act	MBD2 DNA inh
CS(=O)(=O)N1CCC(C(=O)Nc2ccc(Br)cc2F)CC1 is listed with 4	2	-4	-4	2	7	0	-2	-0.2	2
COc1ccccc1NC(=O)c1c(Nc2ccccc2C)sc(C(=O)Nc2cccc(Cl)c2)c1N is listed with 0	1	7	-6	10*	1	5	-9	-1.3	-1
COc1ccc(CCNC(=O)C2CCCN2C(=O)Nc2ccc(F)cc2)cc1OC (stereo unspecified) is listed with -3	0	-6	6	0	0	-7	4	0.0	-6

High-throughput results from PubChem BioAssay.

Not a hit list; overall some 4.1% were active at least once.
